# Anthrax LF prot – Bacillus anthracis LF protease inhibitors, primary screen, biochemical, multiplex microsphere, MLPCN library | multiplex microsphere protease cleavage assay | inhibition, % at 10 µM | AID 588501, 2011 | Lethal factor (Bacillus anthracis), P15917 | hit rate 0.12% among 360,000; note: plate controls were buffer without enzyme for full effect and enzyme alone for no effect
# PrPC TRFRET – inhibitors of human cell surface prion protein PrPC, primary screen, cell-based, TR-FRET. Major prion protein (Homo sapiens), P04156. TR-FRET read-out. inhibition, % at 13.8 µM. hit rate 0.43% among 370,000. AID 720596, 2013; in the data active = inhibition above about 24%; note: 0% = median of the test wells and 100% = reference compound wells
# PriA SSB inh – inhibitors of Klebsiella pneumoniae PriA binding to SSB C-terminal tail, primary screen, biochemical, AlphaScreen; AlphaScreen SSBct-PriA binding, biotinylated peptide; AID 1272365, 2023; hit rate 0.6% among 430,000; inhibition, % at 33 µM; in the data active = inhibition mostly above about 37%, no sharp cut-off; inactive = mostly below about 20%;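 note: plate controls were negative control peptide for no effect and reference peptide for full effect; strong numbers were not always called active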
# BoNT-A LC inh2 – BoNT/A light chain protease inhibitors, primary screen, biochemical, flow cytometry, MLPCN library; multiplex microsphere protease substrate cleavage; inhibition, % at 10 µM; hit rate 0.17% among 360,000; AID 588499, 2011; note: plate controls were buffer without enzyme for full effect and enzyme alone for no effect
# Vc quorum ag – inducers of Vibrio cholerae quorum light production without autoinducers, primary screen, BH1578 luxS cqsA deficient, single point. AID 588436, 2011. hit rate 0.16% among 350,000. activation, % at 18.7 µM. V. cholerae BH1578 lux reporter, luminescence, 6 h; in the data active = activation mostly above about 9.7%, no sharp cut-off; inconclusive = no clear call, values can overlap the other calls; inactive = mostly below about 3.7%; note: not every result past the cut was called active; inactives centre near 0; reference of the scale not given here
# TcdB inh – TcdB glycohydrolase inhibitors, primary screen, biochemical, single point, plate reader; Toxin B (Clostridioides difficile), P18177; TcdB glycohydrolase enzymatic assay; inhibition, % at 9.99 µM; hit rate 0.24% among 350,000; AID 652162, 2013; in the data active = inhibition above about 10%
# Target sequence (P18177 whole entry, looked up): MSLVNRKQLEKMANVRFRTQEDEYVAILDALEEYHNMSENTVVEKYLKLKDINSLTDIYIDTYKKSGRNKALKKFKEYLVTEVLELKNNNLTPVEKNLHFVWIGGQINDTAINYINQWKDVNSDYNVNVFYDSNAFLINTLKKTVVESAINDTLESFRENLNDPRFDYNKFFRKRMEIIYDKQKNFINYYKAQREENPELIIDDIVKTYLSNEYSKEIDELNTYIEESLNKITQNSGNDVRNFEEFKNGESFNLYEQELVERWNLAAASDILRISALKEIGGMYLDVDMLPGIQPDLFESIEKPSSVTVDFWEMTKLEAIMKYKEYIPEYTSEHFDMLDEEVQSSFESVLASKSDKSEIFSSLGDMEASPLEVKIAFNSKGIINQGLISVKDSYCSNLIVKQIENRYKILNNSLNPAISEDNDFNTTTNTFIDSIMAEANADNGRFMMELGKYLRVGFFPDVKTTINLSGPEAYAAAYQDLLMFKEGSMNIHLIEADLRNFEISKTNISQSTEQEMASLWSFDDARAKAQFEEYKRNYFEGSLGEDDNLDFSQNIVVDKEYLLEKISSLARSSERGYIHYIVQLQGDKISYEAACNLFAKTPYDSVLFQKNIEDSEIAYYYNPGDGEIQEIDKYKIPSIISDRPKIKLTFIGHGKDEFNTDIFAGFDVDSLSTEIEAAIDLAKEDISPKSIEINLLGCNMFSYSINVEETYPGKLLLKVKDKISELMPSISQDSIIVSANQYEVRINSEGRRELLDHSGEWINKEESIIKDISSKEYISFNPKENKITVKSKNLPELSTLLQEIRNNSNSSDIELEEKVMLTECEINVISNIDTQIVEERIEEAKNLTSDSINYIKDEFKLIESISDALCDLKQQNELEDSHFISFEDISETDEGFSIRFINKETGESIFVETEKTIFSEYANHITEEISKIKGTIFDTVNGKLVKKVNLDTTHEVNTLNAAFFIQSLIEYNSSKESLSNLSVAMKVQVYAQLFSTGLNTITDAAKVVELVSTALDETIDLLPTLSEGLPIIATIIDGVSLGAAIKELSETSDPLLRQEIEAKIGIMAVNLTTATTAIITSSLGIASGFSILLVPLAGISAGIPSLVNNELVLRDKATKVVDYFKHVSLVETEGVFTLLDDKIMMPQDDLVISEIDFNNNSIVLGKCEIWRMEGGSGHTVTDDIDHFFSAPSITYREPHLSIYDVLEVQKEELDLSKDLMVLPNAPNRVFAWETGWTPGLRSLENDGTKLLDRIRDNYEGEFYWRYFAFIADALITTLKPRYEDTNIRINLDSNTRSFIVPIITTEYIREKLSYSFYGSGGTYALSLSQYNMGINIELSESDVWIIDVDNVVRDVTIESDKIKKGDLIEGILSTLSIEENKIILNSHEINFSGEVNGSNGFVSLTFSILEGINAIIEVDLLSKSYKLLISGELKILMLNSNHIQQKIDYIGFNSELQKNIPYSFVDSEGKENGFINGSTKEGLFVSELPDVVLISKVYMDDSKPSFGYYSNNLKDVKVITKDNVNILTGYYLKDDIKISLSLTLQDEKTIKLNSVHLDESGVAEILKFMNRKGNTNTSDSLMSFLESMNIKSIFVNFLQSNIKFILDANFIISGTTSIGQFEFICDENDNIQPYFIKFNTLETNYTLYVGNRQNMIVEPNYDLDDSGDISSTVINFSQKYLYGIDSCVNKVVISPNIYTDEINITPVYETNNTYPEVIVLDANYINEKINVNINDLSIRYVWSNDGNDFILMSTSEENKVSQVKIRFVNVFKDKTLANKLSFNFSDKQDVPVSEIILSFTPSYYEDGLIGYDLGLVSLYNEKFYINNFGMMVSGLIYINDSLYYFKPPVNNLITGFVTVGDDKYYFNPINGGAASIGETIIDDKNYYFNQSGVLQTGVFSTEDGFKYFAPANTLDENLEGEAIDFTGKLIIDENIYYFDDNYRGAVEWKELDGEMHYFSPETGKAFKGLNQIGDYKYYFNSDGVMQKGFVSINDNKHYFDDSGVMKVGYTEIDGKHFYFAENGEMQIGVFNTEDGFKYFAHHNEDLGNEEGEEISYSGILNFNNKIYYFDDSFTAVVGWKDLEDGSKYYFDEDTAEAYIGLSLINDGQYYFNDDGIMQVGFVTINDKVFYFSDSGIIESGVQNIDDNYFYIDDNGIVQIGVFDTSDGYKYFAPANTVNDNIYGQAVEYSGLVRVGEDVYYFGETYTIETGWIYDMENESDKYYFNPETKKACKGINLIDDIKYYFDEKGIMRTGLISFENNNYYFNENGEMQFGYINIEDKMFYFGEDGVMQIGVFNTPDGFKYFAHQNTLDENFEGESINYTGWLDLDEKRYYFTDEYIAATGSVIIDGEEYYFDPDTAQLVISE
# SARS 3CLpro inh – SARS-CoV 3CLpro protease inhibitors, primary screen, biochemical, quenched FRET; Replicase polyprotein 1ab (Severe acute respiratory syndrome coronavirus), P0C6X7; recombinant SARS-CoV 3CLpro, quenched FRET peptide cleavage; inhibition, % at 6 µM; hit rate 0.14% among 290,000; in the data active = inhibition above about 12%
# Y pestis TopoI – Yersinia pestis topoisomerase I inhibitors, primary screen, biochemical, cleavage product accumulation, plate reader, single point; hit rate 0.064% among 360,000; Y. pestis Topo-I cleavage product accumulation; activity, % at 10 µM; DNA topoisomerase I (Yersinia pestis CO92); AID 504884, 2011; in the data active = activity above about 50%, passing the limit was not always enough; inconclusive = no clear call, values can overlap the other calls; note: inactives centre near 2
# PfHsp40 yeast – rescue of yeast from PfHsp40 toxicity, primary screen, S. cerevisiae, ATP luminescence. hit rate 0.68% among 340,000. S. cerevisiae expressing PfHsp40, growth rescue. AID 504582, 2011. growth rescue, % at 12.5 µM; in the data active = growth rescue above about 28%, passing the limit was not always enough; inconclusive = no clear call, values can overlap the other calls;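 note: yeast W303a lacking pdr1 and pdr3 grown in galactose medium; growth measured after three days at 30 °C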
# * = called active by the depositor; i = inactive; ? = inconclusive; . = not tested or not shown. Cut-off read from the data, not from the text of the source, unless noted: active = inhibition above about 30%; inconclusive = no clear call, values can overlap the other calls; inactive = below that. Some of the compounds tested; count on the stated rates, not on these rows.
SMILES,Anthrax LF prot,PrPC TRFRET,PriA SSB inh,BoNT-A LC inh2,Vc quorum ag,TcdB inh,SARS 3CLpro inh,Y pestis TopoI,PfHsp40 yeast
O=C(CSc1nnc(CNC(=O)c2cccs2)o1)Nc1ccc2c(c1)OCO2,-4,1,-2,0.7,i,.,-5,-8,-0.8
O=C(CSc1nnc(CNC(=O)c2c(F)cccc2F)o1)NCc1ccc2c(c1)OCO2,-6,0,.,-0.5,-0.4,1.7,.,-1,.
COc1ccc(O)c(C(=O)c2cnc3c(c2)c(-c2ccc(F)cc2)c(C#N)c(=O)n3C)c1,-2,-11,2,-0.3,i,0.2,-5,10,1.1
O=C(NCCO)/C(=C/c1ccco1)NC(=O)c1ccco1,4,7,-5,1.2,-0.8,0.4,.,4,0.6
Cc1ccc(C(C)C)c(OCCCN2CCc3ccccc3C2)c1,-9,-1,-23,2.0,3.8,0.3,3,43,0.9
O=C(O)c1ccn(COc2ccc(Br)cc2)n1,-5,-1,-33,-0.4,i,0.5,1,-9,0.7
O=C(OCC(=O)N1CCc2ccccc21)c1ccc(Cl)nc1,1,-6,-14,0.4,-0.4,.,-1,-8,0.5
COc1ccc(-n2nc3ccc(N)cc3n2)cc1Cl,.,-9,-35,.,i,0.0,5,6,-0.3
CC(c1ccccc1)N1CC(C(=O)N2CCN(Cc3ccc(C#N)cc3)CC2)CC1=O (stereo unspecified),-4,6,-11,-0.2,i,2.3,.,6,-0.7
COc1cc(CC(=O)N2CCN(C(=O)C3CCCO3)CC2)cc(OC)c1OC (stereo unspecified),-5,0,-12,0.2,-3.3,1.2,.,4,-0.9
O=C(COC(=O)c1ccc(OC(F)(F)F)cc1)Nc1ncccn1,3,11,-15,-0.2,i,2.4,.,-4,-0.7
Cc1ccc(S(=O)(=O)c2nc(S(=O)(=O)c3ccc(C)cc3)c(NCc3ccco3)s2)cc1,-4,.,-19,-1.2,0.0,0.4,2,19,-1.0
CN(C(=O)c1ccc(NC(=O)Cc2ccc(NC(=O)C3CCCN(C(=O)CCc4ccccc4)C3)cc2)cc1)C1CCCC1 (stereo unspecified),-2,6,-6,-0.5,i,-0.9,.,21,-0.1
O=C(Nc1ccc(Br)cn1)c1cccc2ccccc12,2,7,0,2.7,-0.7,-1.1,.,-2,8.0
Cc1cccc(N2CC(O)=C(c3nc4ccccc4n3C)C2=N)c1,-2,1,-20,0.4,.,.,-5,6,0.7
O=C(CSc1nnc(CNC(=O)c2c(F)cccc2Cl)o1)NCc1ccccc1,-3,3,-9,-0.1,-0.5,-2.0,5,0,-1.0
O=C(NNC(=O)c1ccc[nH]1)c1cccc(C(F)(F)F)c1,0,-9,-22,-2.7,i,1.4,-1,5,-1.8
O=[N+]([O-])c1ccc(/C=N/N2CCCCC2)cc1,-7,-9,.,-1.2,-1.2,0.6,3,1,-1.3
COc1ccccc1Cc1c(-c2ccc(F)cc2)nc2ccc(Br)cn12,4,-1,.,10,.,-0.1,.,.,.
O=S(=O)(Nc1ccc(S(=O)(=O)N2CCCC2)cc1)c1ccccc1Br,-7,6,-1,-1.4,-0.3,-0.6,.,5,0.4
Cn1c(=O)oc2cc(S(=O)(=O)N3CCCC(C(=O)Nc4nccs4)C3)ccc21 (stereo unspecified),-2,7,-20,-0.2,-0.1,1.7,-1,4,-0.9
Cc1ccc(N(CC(=O)N2CCCCCC2)S(=O)(=O)c2ccccc2)cc1,-1,12,-2,-3.3,-0.3,-5.5,5,34,-0.4
CCOC(=O)c1cccnc1SCC(=O)Nc1ccc(C)cc1,0,1,-2,0.1,i,0.6,6,2,2.3
CCOC(=O)N1CCN(C(=O)c2ccc3c(=O)n(CCc4ccc(OC)c(OC)c4)c(=O)[nH]c3c2)CC1,-3,-1,-11,0.2,0.4,1.0,-2,1,1.2
O=C1c2ccccc2CN1CCNC(=S)NC1CCCCC1,-9,5,-1,-0.9,2.2,1.5,1,-1,-0.5
Cc1ccccc1C(=O)NC(=S)Nc1ccccc1N1CCCC1,-2,8,39*,-2.2,-0.2,-4.0,-3,7,7.8
Cc1ccc(S(=O)(=O)N(c2cccc(C)c2)C2CCS(=O)(=O)C2)cc1 (stereo unspecified),0,1,0,-1.1,i,.,-3,8,0.3
O=C(CN1CCOCC1)Nc1cccc([N+](=O)[O-])c1,-4,-7,-11,4.0,i,-0.6,.,5,-1.4
CCOC(=O)Nc1sc(C)c(C)c1C(=O)OCC,1,1,-11,0.3,-0.3,0.3,-1,-3,-0.3
CCOC(=O)[C@H]1[C@H]2COc3ccccc3[C@@H]2N2C(=O)c3ccc(C)cc3NC(=O)[C@@]12C,-1,-3,1,-0.4,i,1.1,.,2,0.6
C=CCc1ccc(OCc2ccc(C(=O)Nc3ccc(NC(C)=O)cc3)o2)c(OC)c1,-12,-8,-5,0.6,-1.0,4.0,2,11,-0.6
COc1ccc(S(=O)(=O)N2CCCN(CC(=O)Nc3ccc(NC(C)=O)cc3)CC2)cc1,0,-2,-7,-1.8,-0.4,0.6,2,8,1.9
CCc1nc2ccc(C(=O)NCCOc3ccc(OC)cc3)cn2c1N(CCC(C)C)CCN(C)C,-5,-14,.,-0.7,-5.0,0.4,.,-5,.
COc1cc(C(=O)OCC(=O)c2c[nH]c3ccccc23)ccc1OCC(=O)N1CCOCC1,-4,3,-3,0.9,-0.2,.,4,0,-1.4
CC(C)C(=O)Nc1ccc2c(c1)nc(CCN1CCN(c3ccccc3)CC1)n2C,-3,1,-6,?,i,-3.0,0,3,-0.6
Cc1ccc2c(c1)N(CC(=O)NC1CCCC1)C(=O)c1cccnc1O2,9,2,0,0.4,0.5,1.4,3,0,-1.3
COc1ccc(-c2nc(C)ncc2-c2ccc(Cl)cc2)c(O)c1,-14,-5,2,0.3,i,-1.6,-8,-7,1.4
O=C(COC(=O)c1sc2ccccc2c1Cl)NC1CCCCC1,-1,-2,-11,-0.7,-0.4,.,0,-2,-1.4
CCN(CC)S(=O)(=O)c1ccc(OCC(=O)NCc2ccco2)cc1,0,9,-11,-0.2,i,2.4,-2,12,-1.7
COc1ccc2c(=O)c(-c3ccc(OC)c(OC)c3)coc2c1,-3,7,0,0.2,-0.5,-2.6,6,11,2.9

# An excerpt from above in order of count of non-hydrogen atoms, low to high:
SMILES,Anthrax LF prot,PrPC TRFRET,PriA SSB inh,BoNT-A LC inh2,Vc quorum ag,TcdB inh,SARS 3CLpro inh,Y pestis TopoI,PfHsp40 yeast
CCOC(=O)Nc1sc(C)c(C)c1C(=O)OCC,1,1,-11,0.3,-0.3,0.3,-1,-3,-0.3
COc1ccc(-n2nc3ccc(N)cc3n2)cc1Cl,.,-9,-35,.,i,0.0,5,6,-0.3
O=C(NCCO)/C(=C/c1ccco1)NC(=O)c1ccco1,4,7,-5,1.2,-0.8,0.4,.,4,0.6
O=S(=O)(Nc1ccc(S(=O)(=O)N2CCCC2)cc1)c1ccccc1Br,-7,6,-1,-1.4,-0.3,-0.6,.,5,0.4

# Continuation.
SMILES,Anthrax LF prot,PrPC TRFRET,PriA SSB inh,BoNT-A LC inh2,Vc quorum ag,TcdB inh,SARS 3CLpro inh,Y pestis TopoI,PfHsp40 yeast
Cc1ccccc1C(=O)NC1CCN(CC(=O)Nc2ccc3c(c2)OCCO3)CC1,4,3,-17,-0.1,-0.2,0.4,-1,-5,-0.2
CCCCc1nc2ccccc2n1Cc1nnc2n1-c1ccccc1SC2,-2,6,-4,0.2,.,1.4,3,7,-0.4
Cc1ccc2[nH]c3c(NCc4ccco4)ncnc3c2c1,-4,8,6,0.4,-1.0,.,-1,-18,0.0
CN(Cc1ccccc1)C1CC(=O)N(c2ccc(C(=O)O)cc2)C1=O (stereo unspecified),-1,-1,-8,1.0,i,.,0,-9,0.0
COc1ccccc1CN(C)C(=O)c1cccc(S(=O)(=O)N2CCCC2)c1,5,1,0,0.7,-2.6,-1.4,.,0,-0.4
NNC(=O)CNC(=O)CNS(=O)(=O)c1ccccc1,-2,8,-12,0.3,-1.2,1.0,0,-7,-0.8
O=C1CC(=Nc2ccccc2)NN1c1ccccc1,-16,-7,17,-1.0,-1.7,.,2,-12,2.1
CC(=O)O[C@H]1CSC[C@H]1NC(=O)c1ccccc1,0,9,-14,0.7,4.0,.,-2,-4,1.0
COc1ccc(NC(=O)C2CC3CCC2C3)c(OC)c1 (stereo unspecified),-4,-4,0,-1.9,-0.5,1.6,.,3,.
COCc1cccc(-c2csc(C(NC(C)=O)c3cccc(F)c3)n2)c1 (stereo unspecified),-5,-2,.,0.0,-0.6,2.0,.,11,.
COc1ccc(S(=O)(=O)N2CCOCC2)cc1NC(=O)Cc1sc(C)nc1-c1ccc(F)cc1,-3,5,-10,2.8,3.7,-0.5,.,1,1.5
CC(=O)Nc1ccc(-c2ccnc3c2CC(C(=O)Nc2cccc(Oc4ccccc4)c2)O3)cc1 (stereo unspecified),-5,2,.,-1.0,i,0.2,.,-1,.
O=C(N/N=C/c1ccccn1)c1cccs1,-1,0,.,-2.1,0.1,6.3,-3,12,-0.9
Cc1c(C(=O)N2CCCCC2)c(S(=O)(=O)N2c3ccccc3CC2C)c(C)n1C (stereo unspecified),3,6,11,1.4,i,1.1,-1,0,-1.4
CCOC(=O)C1=CCN(S(=O)(=O)c2ccc(C)cc2)C1c1ccc(CC)cc1 (stereo unspecified),-9,10,.,-0.6,.,0.0,.,.,.
O=C(O)Cc1c[nH]c2ccccc12,-5,5,3,-1.0,-0.4,-1.1,.,-8,-1.7
CCOc1ccc(OCc2ccc(C(=O)Nc3cccnc3)o2)cc1,-2,4,-1,0.8,0.8,.,2,-6,1.5
C[C@H](c1ccccc1)N1C[C@@H](COCc2ccccc2)Oc2cc(N3CCC[C@@H]3CO)ccc2S1(=O)=O,-3,3,.,-1.2,.,0.2,.,.,.
CCOC(=O)C1CCN(C(=O)c2cc3ccccc3oc2=O)CC1,-1,4,3,0.3,-2.2,-0.6,-3,-1,1.7
O=C1C2C3CCC(C3)C2C(=O)N1c1ccc(OS(=O)(=O)c2ccccc2)cc1 (stereo unspecified),-6,15,-13,0.2,-0.8,1.7,1,6,0.5
O=C(Cc1ccc(F)cc1)N(c1ccccc1)C1C=CS(=O)(=O)C1 (stereo unspecified),0,6,-2,-0.1,-0.5,.,2,4,7.8
CC(C)(C)C(=O)CSc1nc2c(c(-c3cccs3)c1C#N)CCC2,6,7,-19,13,4.1,0.8,6,-3,0.0
Nc1nnc(-c2ccc(Cl)cc2)o1,2,2,6,0.9,i,-1.0,0,7,4.1
COc1ccc(/C=[N+](\[O-])C2N(c3ccccc3)C(=S)SC2(C)C)cc1OC (stereo unspecified),-4,-7,1,0.3,0.5,-1.0,1,-4,-0.2
O=C1NCN(c2ccccc2)C12CCN(C(c1cccc3ccccc13)c1nnnn1C1CCCC1)CC2 (stereo unspecified),-6,-1,.,0.0,.,-0.4,.,.,.
O=C(COC(=O)c1cccc(S(=O)(=O)N2CCCC2)c1)Nc1ccccc1C(F)(F)F,.,-4,-5,.,-0.7,2.6,.,17,1.2
Cc1ccc2c(c1)sc1nncn12,4,-1,.,0.3,-0.3,1.1,.,2,.
O=C(C1CCC(=O)N1Cc1cccs1)N1CCOCC1 (stereo unspecified),-1,-2,-16,-0.3,-0.3,0.5,2,4,-0.3
Cc1ccc(-n2nc3c(N4CCC(C(=O)NCCc5ccccc5C)CC4)nnc(C)c3c2C)cc1,0,.,2,-4.0,-0.2,.,-1,35,-0.4
